Screening data deposited in PubChem by National Center for Advancing Translational Sciences (NCATS).
Coupling enz: counter-screen for Giardia aldolase inhibitors: coupling enzyme system | coupling enzyme system counterscreen, AmpLite Red fluorescence | activity change, negative = inhibition, % at 58.2 µM, hits read low | actives 0.67% (n = 290,000); in the data active = activity change below about -30%; note: % is set by controls: 0 for no effect and ±100 for the full control effect
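Counterscreen of the coupled detection system alone, without aldolase: glyceraldehyde-3-phosphate coupling enzymes plus AmpLite Red readout. Compounds at 57.5 uM final, 10 min RT preincubation, 20 min RT reaction, fluorescence 525/598 nm.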
Menin MLL FP TR: menin-MLL binding inhibition, Texas Red mutant peptide. AID 1768. O00255. Menin + Texas Red MLL mutant peptide, fluorescence polarization. Potency, µM (doses to about 61.6 µM), for inactives: at the top dose FP activity change, negative = inhibition, most hits filed as inhibitors. actives 0.23% (n = 270,000); active = well fitted inhibition curve with a large enough effect in the polarisation, with a control signal flat, not every such curve was filed as active; inconclusive = small, poorly fitted or top-dose-only effect, or effect the other way, or a change in a side signal; inactive = no such curve, though single readings can be large or run the other way; the % refers to the polarisation; note: potency is the fitted concentration of half-maximal effect; % of control where 0% means no effect; many of its hits are not listed in these tables
Target sequence (O00255 whole entry, looked up): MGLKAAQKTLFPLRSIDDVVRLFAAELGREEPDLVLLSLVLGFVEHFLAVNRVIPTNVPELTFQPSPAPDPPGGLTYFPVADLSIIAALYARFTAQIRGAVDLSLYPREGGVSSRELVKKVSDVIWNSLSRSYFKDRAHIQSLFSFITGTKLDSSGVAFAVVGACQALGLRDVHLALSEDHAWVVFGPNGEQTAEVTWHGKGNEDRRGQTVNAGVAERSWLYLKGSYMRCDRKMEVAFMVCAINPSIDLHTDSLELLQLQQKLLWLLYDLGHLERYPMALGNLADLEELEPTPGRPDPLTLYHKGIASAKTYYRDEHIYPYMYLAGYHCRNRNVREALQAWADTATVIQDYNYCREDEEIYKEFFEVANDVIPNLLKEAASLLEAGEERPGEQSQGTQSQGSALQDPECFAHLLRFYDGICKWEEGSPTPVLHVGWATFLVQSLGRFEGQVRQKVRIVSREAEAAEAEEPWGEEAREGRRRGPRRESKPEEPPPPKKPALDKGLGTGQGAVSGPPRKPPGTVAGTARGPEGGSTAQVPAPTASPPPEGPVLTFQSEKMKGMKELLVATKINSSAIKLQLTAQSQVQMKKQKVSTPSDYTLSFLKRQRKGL
* = called active by the depositor; ? = inconclusive; & = joins results of further samples; [ ] = dose if it differs, or a comment.

Order of values – Coupling enz	Menin MLL FP TR
- CO[C@H]1C=CO[C@]2(C)Oc3c(C)c(O)c4c(O)c(c5c(c4c3C2=O)NC2(CCN(CC(C)C)CC2)N=5)=NC(=O)C(C)=CC=C[C@@H](C)[C@@H](O)[C@@H](C)[C@@H](O)[C@@H](C)[C@@H](OC(C)=O)[C@@H]1C
    0	-27%[24.8 µM]
- COc1cccc(Nc2ncc3nc(-c4ccc(F)cc4)c(=O)n(C[C@H]4CCCO4)c3n2)c1
    1	26%
- Cc1ccc(S(=O)(=O)NC(=O)O[C@@H]2C(=O)c3cc(Br)ccc3O[C@H]2c2ccc3c(c2)OCO3)cc1
    0	-2%
- N#CCCCS(=O)(=O)c1nnnn1-c1ccc(F)cc1Br
    3	4%
- C=CCCCCCCCCCBr
    1	-2%
- CC(=O)NCCNc1cc(-c2ccccc2C)ncn1
    6	-1%
- Cc1ccc2c(c1)c1c3n2CCN[C@H]3CCC1
    2&0	0%&-15%[24.8 µM]
- COc1cc(O)ccc1C(C)=O
    -1	6%
- FC(F)(F)c1ccccc1-c1nccc(-n2ccnc2)n1
    -7	-21%
- NCCC[C@@H](CC(=O)N[C@@H]1CCCC[C@H]1C(=O)N[C@H](CC(=O)N[C@@H](CCC(=O)O)CC(=O)O)Cc1c[nH]c2ccccc12)NC(=O)C[C@H](Cc1ccccc1)NC(=O)[C@@H]1CNCC[C@H]1N
    -1	2%
- CCC(=O)OCC(=O)[C@@]1(OC(=O)CC)[C@H](C)C[C@@H]2[C@@H]3[C@H]([C@@H](O)C[C@@]21C)[C@]1(C)C=CC(=O)C=C1C[C@@H]3Cl
    -1	-21%[24.8 µM]
- O=C(Nc1ccc(Br)cc1)c1cccc(S(=O)(=O)Nc2ccc(Br)cc2)c1
    0	?
- CN(C)Cc1ccccc1-c1cc(Nc2ccccc2)ncn1
    0	-7%
- CO[C@H]1COC(=O)[C@@H](C)COC(=O)[C@@H](COCc2ccccc2)NC(=O)C/C=C\[C@H]1C
    0	-7%[11.7 µM]
- CC(C)CCC[C@@H](C)[C@H]1CC[C@H]2[C@@H]3CC=C4CC(O)CC[C@]4(C)[C@H]3CC[C@]12C (some centres undefined)
    0	-3%
- COc1ccc(Oc2ncc3nc(-c4cccc(C#N)c4)c(=O)n(CCC#N)c3n2)cc1
    1	7%
- CC(=O)N1CCC2(CCCN(c3cccc(-c4ccccc4)c3)C2)CC1
    2	37%[activator]
- C[C@@H](CCc1ccc(O)cc1)NCCc1ccc(O)c(O)c1
    -5&-3	0%&8%[24.8 µM]
- COc1ccc(COC(=O)N/N=C2/C[C@@H](O)[C@@H](O)[C@@H]3[C@@H]4C(=O)N(c5cccc(Oc6ccccc6)c5)C(=O)[C@H]4CC[C@H]23)cc1
    3	-6%[11.7 µM]
- CCOc1ccccc1-c1ccc(C(=O)O)s1
    10	2%[94.6 µM]
- COc1ncc2ncc(=O)n(Cc3ccc(F)cc3)c2n1
    -2	-4%
- NCCNCCN
    -44*	?
- Cc1cc(O)c(C(C)C)cc1Cl
    -3&4	-13%&5%
- Nc1ccccc1C(=O)/C=C/c1ccccc1
    2	2%
- C=CCOC(=O)NC(c1ccc(F)c(F)c1)S(=O)(=O)c1ccc(Cl)cc1 (centres undefined)
    1	0%
- CN1CCN(c2ncc3nc(-c4ccc(F)cc4)c(=O)n(C4CC4)c3n2)CC1
    3	8%
- CN(C)c1ncc2nc(-c3ccc(Cl)cc3)c(=O)n(C)c2n1
    3	18%
- O=C(O)CCCC[C@@H]1CCSS1
    0	-4%&6%
- O=C(Nc1cccc(F)c1)N1CCCC2(CCN(C(=O)c3ccco3)CC2)C1
    1	-3%
- CC(=O)c1ccc[nH]1
    2	-3%

An excerpt of these results, with tabs:
compound	Coupling enz	Menin MLL FP TR
Nc1ccccc1C(=O)/C=C/c1ccccc1	2	2%
O=C(Nc1cccc(F)c1)N1CCCC2(CCN(C(=O)c3ccco3)CC2)C1	1	-3%
CC(=O)c1ccc[nH]1	2	-3%

Next section
Order of values – Coupling enz	Menin MLL FP TR
- COC1(C#CC2C=CC(OC(C)=O)C(COC(C)=O)O2)CCCCC1 (centres undefined)
    -3	13%[11.7 µM]
- CC(=O)NC(C(=O)O)C(C)(C)SN=O (centres undefined)
    3	0%
- CN(C)c1ncc2nc(-c3ccc(Cl)cc3)c(=O)n(Cc3ccc(F)cc3)c2n1
    0	?
- O=C(c1csnn1)N1CCC2(CCCN(C(c3ccccc3)c3ccccc3)C2)CC1
    1	5%
- CCOC(=O)CNC(=O)O[C@@H]1C(=O)c2cc(OC)ccc2O[C@H]1c1cccc(OC)c1
    1	-20%
- COCCn1c(=O)c(-c2ccc(Cl)cc2)nc2cnc(N(C)C)nc21
    -1	16%
- Cn1c(=O)c(-c2cccs2)nc2cncnc21
    -3	11%
- CC1(C)SC2C(N3C(=O)C(c4ccccc4)NC3(C)C)C(=O)N2C1C(=O)O (centres undefined)
    1	0%
- CCN(CC)CCCC(C)Nc1ccnc2cc(Cl)ccc12 (centres undefined)
    0	-4%&-2%
- CC1(C)OC(C(O)(c2cc(C(F)(F)F)cc(C(F)(F)F)c2)c2cc(C(F)(F)F)cc(C(F)(F)F)c2)C(C(O)(c2cc(C(F)(F)F)cc(C(F)(F)F)c2)c2cc(C(F)(F)F)cc(C(F)(F)F)c2)O1 (centres undefined)
    0	10%[11.7 µM]
- CS(=O)(=O)N1CCC2(CCN(c3cccc(-c4ccccc4)c3)CC2)CC1
    5	6%
- CC12C=C(/C=C/C=C/c3ccco3)C(C)(C1)C(/C=C/c1ccco1)CC2=O (centres undefined)
    0	11%[11.7 µM]
- COc1ccccc1-c1cc(=O)c2cc(O)ccc2o1
    2	-12%[24.8 µM]
- CC1CC[C@@]2(OC1)OC1CC3C4CC[C@@H]5CC(O)CC[C@@]5(C)C4CC[C@]3(C)C1C2C (some centres undefined)
    0	1%
- CCN(CC)[C@@H](C)CN1c2ccccc2Sc2ccccc21
    5	17%[24.8 µM]
- Cn1cccc1C(=O)N1CCC[C@@]2(CCN(C(=O)Nc3cccc(C#N)c3)C2)C1
    -3	1%
- COC(=O)[C@@H](NC(=O)O[C@@H]1C(=O)c2cc(Br)ccc2O[C@H]1c1ccc2c(c1)OCO2)C(C)C
    7	5%
- CC(=O)N1CCC2(CC1)CN(c1ccccn1)C2
    0	7%
- Cc1ccc(S(=O)(=O)N[C@H]2COC(=O)C/C=C\[C@@H](C)[C@H](NS(=O)(=O)c3ccc(C)cc3)COC(=O)[C@H](C)NC(=O)C/C=C\[C@H]2C)cc1
    4	-9%[11.7 µM]
- O=C(O)COc1ccc(C(=O)c2cccs2)c(Cl)c1Cl
    22	7%&-4%
- COC(=O)C=P(c1ccccc1)(c1ccccc1)c1ccccc1
    5	5%
- O=C(O)Cc1cc(I)c(Oc2cc(I)c(O)c(I)c2)c(I)c1
    -2	-3%
- COC(=O)NC1C=CCCC1C(C)=O (centres undefined)
    3	2%
- COc1ccc(C2COc3c(ccc(O)c3OC)C2)c(OC)c1O (centres undefined)
    -6	8%
- COc1cc(/C=C(\C#N)C(=O)Nc2nnc(C(F)(F)F)s2)ccc1OCc1ccc(C(F)(F)F)cc1C(F)(F)F
    5	77%[activator]
- COCCNc1ncnc2ccc(-c3ccccc3OC)cc12
    4	-2%
- Cc1noc(C)c1-c1cc(NCc2cccs2)ncn1
    4	-4%
- COc1ccc(Nc2nccc(NCCO)n2)cc1
    2	-1%
- COc1ccc(Oc2ncc3nc(-c4cccs4)c(=O)n(Cc4cccs4)c3n2)cc1
    -1	?
- C=C(C)C(=O)/C=C/c1ccc(C(F)(F)F)cc1
    2	-6%
- O=C(N/N=C1/C[C@@H](O)[C@@H](O)[C@@H]2[C@@H]3C(=O)N(Cc4ccc5c(c4)OCO5)C(=O)[C@H]3CC[C@@H]12)OCc1ccccc1
    1	-1%[11.7 µM]
- O=C(c1cccc(F)c1)N1CCC2(CC1)CN(c1ccc(-c3ccccc3)cc1)C2
    -3	1%
- COc1cc(N)c(Cl)cc1C(=O)CCC1CCN(CCNS(C)(=O)=O)CC1
    1	?
- CCNc1ncc2nc(-c3cn(C)c4ccccc34)c(=O)n(CCC#N)c2n1
    1	-1%
- CC(C)(C)OC(=O)NCCCCC1=CC2=CC(=O)C(C)(OC(=O)c3cccs3)C(=O)C2=CO1 (centres undefined)
    1	11%
- CC(=O)C(=O)O
    -1	0%
- N#Cc1ccccc1-c1nc(NCCN2CCOCC2)c2ccccc2n1
    2	0%
- COc1ccc(-n2c(=O)c(-c3cccs3)nc3cnc(N(C)C)nc32)cc1
    2	17%
- COc1ccc2c(c1)OC[C@H]1c3cc4c(cc3O[C@@H]21)OCO4
    0	-1%
- CC[C@H](C)[C@H](NC(=O)[C@H](Cc1ccc(O)cc1)NC(=O)[C@@H]1CCCN1C(=O)[C@@H](N)CCCN=C(N)N)C(=O)N[C@@H](CC(C)C)C(=O)O
    0	0%
- CC1(C)O[C@@H]2O[C@H]([C@H](O)CO/N=C3/[C@H]4O[C@@H]4[C@@H](O)[C@H]4[C@H]3CCn3c(=O)n(-c5ccccc5)c(=O)n34)[C@@H](O)[C@@H]2O1
    1	-1%[11.7 µM]
- CCNc1ncc2nc(-c3cc(F)cc(F)c3)c(=O)n(C3CC3)c2n1
    -2	14%
- C=CCCCCCCCCCCCC(O)CC(O)CO (centres undefined) (tested in a mixture with another compound)
    5	-8%
- CC(N)=NCCCC[C@H](N)C(=O)O
    5	-6%[24.8 µM]
- COc1cc(-c2ccc(N=Nc3ccc4c(S(=O)(=O)O)cc(S(=O)(=O)O)c(N)c4c3O)c(OC)c2)ccc1N=Nc1ccc2c(S(=O)(=O)O)cc(S(=O)(=O)O)c(N)c2c1O
    -57*	?
- O=c1c(-c2cccc(Cl)c2)nc2cncnc2n1C1CC1
    6	0%
- COCCNc1ncnc2ccc(-c3ccccc3C(F)(F)F)cc12
    1	0%
- CC/C=C\C[C@H](O)/C=C/C=C\C/C=C\C/C=C\CCCC(=O)O
    1	10%
- Cc1ccc(S(=O)(=O)N2CCC(=O)N([C@H](COCc3ccc(Cl)cc3)Cc3ccccc3)CC2)cc1
    3	-2%
- OC[C@@H]1O[C@@H](n2cnc3c(NC4CCCC4)ncnc32)[C@H](O)[C@H]1O
    -1	-8%[24.8 µM]

More compounds follow.
Order of values – Coupling enz	Menin MLL FP TR
- COc1ccc(-n2c(=O)c(-c3cccc(C#N)c3)nc3cnc(N4CCNCC4)nc32)cc1
    3	-12%
- Cc1cc2c3c(cccc3n1)C(=O)c1ccccc1-2
    2	24%
- O=c1cc(-c2ccccc2)[nH]c2ccc(Cl)cc12
    -2	?
- O=c1cc(-c2cc(O)c(O)c([C@@H]3O[C@H](CO)[C@@H](O)[C@H](O)[C@H]3O)c2)oc2cc(O[C@@H]3O[C@H](CO)[C@@H](O)[C@H](O)[C@H]3O)cc(O)c12
    0	?
- C/C=C(/C)C(=O)O[C@H]1C[C@@]2(C)O[C@H]2[C@@H](OC(C)=O)C2(C)CC[C@@](O)(C(C)C)C12 (some centres undefined)
    0	-13%
- COc1ncc2nc(-c3cccs3)c(=O)n(CCC#N)c2n1
    1	?
- N#Cc1ccc(CN2CC[C@@]3(CCCN(S(=O)(=O)c4ccccc4)C3)C2)cc1
    1	0%
- CN(Cc1ccco1)c1nc(-c2ccoc2)nc2ccccc12
    7	-13%
- CC12C=C(/C=C/c3ccc(C(F)(F)F)cc3)C(C)(C1)C(c1ccc(C(F)(F)F)cc1)CC2=O (centres undefined)
    1	10%[11.7 µM]
- Cc1cc(-c2ccc(N=Nc3ccc4c(S(=O)(=O)O)cc(S(=O)(=O)O)c(N)c4c3O)c(C)c2)ccc1N=Nc1ccc2c(S(=O)(=O)O)cc(S(=O)(=O)O)c(N)c2c1O
    -38*	?

Whole records, quoted from the list:
`CS(=O)(=O)N1CCC2(CCN(c3cccc(-c4ccccc4)c3)CC2)CC1` is entered as Coupling enz = 5; Menin MLL FP TR = 6%
`OC[C@@H]1O[C@@H](n2cnc3c(NC4CCCC4)ncnc32)[C@H](O)[C@H]1O` is entered as Coupling enz = -1; Menin MLL FP TR = -8%[24.8 µM]

Remaining list, next part:
Order of values – Coupling enz	Menin MLL FP TR
- Cn1c(=O)c(-c2ccc(F)cc2)nc2cnc(OCc3ccccc3)nc21
    0	?
- COc1cccc(-c2nc(N(C)Cc3ccco3)c3ccccc3n2)c1
    1	9%
- COc1ccc(C(=O)N2CCC3(CC2)CCN(c2cccc(-c4ccccc4)c2)CC3)cc1
    2	-1%
- C[C@H](Oc1ccccc1)C(=O)N[C@@H]1C(=O)N2[C@@H]1SC(C)(C)[C@@H]2C(=O)O
    -2	4%[24.8 µM]
- c1ccc2sc(N3CCN(Cc4ccc5c(c4)OCO5)CC3)nc2c1
    1	24%[24.8 µM]
- CCCCC/C=C\C[C@@H]1O[C@H]1C(O)/C=C\C/C=C\CCCC(=O)O (some centres undefined)
    3	0%
- CN(C)C(=O)c1ccc(-c2ccc3ncnc(N4CCNCC4)c3c2)cc1
    6	-6%
- CC(=O)N1CCC2(CCCN(c3ccccc3)C2)CC1
    -1	-8%
- CC1CN2C(CCC(C)C2c2ccc(Br)cc2)C(=O)O1 (centres undefined)
    2&2&-2	?
- COC(=O)NC(CC(C)=O)c1ccccc1 (centres undefined)
    -1	4%[11.7 µM]

Only part of the results is shown. The share of hits here may be higher or lower than overall.
